Assay outcomes: PubChem BioAssay, several laboratories
AHR act: AHR activators, primary screen, cell-based, luminescence, luciferase reporter, human; hit rate 2.5% among 320,000; AHR-responsive luciferase reporter cells; AID 2796, 2010; Aryl hydrocarbon receptor (Homo sapiens), P35869; activation, % at 5 µM; in the data active means activation above about 47%;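 further: 0% = vehicle wells and 100% = reference agonist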
PME-1 inh: PME-1 inhibitors via competitive probe labeling, primary screen, biochemical, fluorescence polarization, FP-Rh probe, HTS. Protein phosphatase methylesterase 1 (Homo sapiens), Q9Y570. recombinant PME-1. inhibition, % at 5.9 µM. hit rate 0.53% among 320,000;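 active means inhibition above the campaign mean of all compounds plus 3 SD, cut at about 26% in these data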;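 further: competitive labeling of PME-1 active site by serine hydrolase directed probe; 0% = PME-1 with DMSO and 100% = wells lacking PME-1 enzyme; inhibitors block probe labeling so polarization falls and inhibition rises; many of its hits are not listed in these tables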
GLD-1 RNA inh: GLD-1/TGE RNA complex disruptors, primary screen, biochemical, fluorescence polarization | Female germline-specific tumor suppressor gld-1 (Caenorhabditis elegans), Q17339 | purified GLD-1 + fluorescein TGE RNA | inhibition, % at 5.96 µM | hit rate 0.44% among 320,000;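 active means percent inhibition above a per-plate cutoff, the plate mean of test compounds plus 3 SD, cut at about 30% in these data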;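 further: 0% = DMSO wells with GLD-1 and probe and 100% = wells lacking GLD-1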
BCLXL inh: inhibitors of human Bcl-xL, primary screen, biochemical, fluorescence polarization, HTS; hit rate 0.7% among 320,000; GST-Bcl-xL / FITC-Bim BH3 peptide fluorescence polarization; Bcl-2-like protein 1 (Homo sapiens), Q07817; inhibition, % at 10.9 µM;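 active means inhibition above the mean of all tested compounds plus 3 SD, cutoff set per campaign, cut at about 30% in these data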;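 further: 0% = DMSO wells and 100% = unlabeled Bim-BH3 peptide competitor; inhibitors lower millipolarization by displacing the labeled peptide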
Target sequence (Q07817 whole entry, looked up): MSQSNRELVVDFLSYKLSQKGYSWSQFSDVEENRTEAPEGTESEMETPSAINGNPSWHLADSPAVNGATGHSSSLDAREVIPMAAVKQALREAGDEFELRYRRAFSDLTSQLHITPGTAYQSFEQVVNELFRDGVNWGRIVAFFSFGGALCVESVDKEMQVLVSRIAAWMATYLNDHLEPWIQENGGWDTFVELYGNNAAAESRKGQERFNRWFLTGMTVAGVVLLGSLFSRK
MEX-5 binding: MEX-5 zinc finger RNA-binding disruptors – biochemical, C. elegans, fluorescence polarization, MLPCN library, primary screen; hit rate 0.38% among 300,000; MEX-5/FITC-TCR2 RNA binding; stronger effect = lower value; activity score (negative = inhibition of binding), % at 10 µM; Zinc finger protein mex-5 (Caenorhabditis elegans), Q9XUB2; AID 1832, 2009;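 active means inhibition past about -25% in most replicates, and total fluorescence under double the plate's negative control median, limit read from the data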;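 further: 0% = DMSO and -100% = 5 µM competing unlabeled TCR2 RNA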
Target sequence (Q9XUB2 whole entry, looked up): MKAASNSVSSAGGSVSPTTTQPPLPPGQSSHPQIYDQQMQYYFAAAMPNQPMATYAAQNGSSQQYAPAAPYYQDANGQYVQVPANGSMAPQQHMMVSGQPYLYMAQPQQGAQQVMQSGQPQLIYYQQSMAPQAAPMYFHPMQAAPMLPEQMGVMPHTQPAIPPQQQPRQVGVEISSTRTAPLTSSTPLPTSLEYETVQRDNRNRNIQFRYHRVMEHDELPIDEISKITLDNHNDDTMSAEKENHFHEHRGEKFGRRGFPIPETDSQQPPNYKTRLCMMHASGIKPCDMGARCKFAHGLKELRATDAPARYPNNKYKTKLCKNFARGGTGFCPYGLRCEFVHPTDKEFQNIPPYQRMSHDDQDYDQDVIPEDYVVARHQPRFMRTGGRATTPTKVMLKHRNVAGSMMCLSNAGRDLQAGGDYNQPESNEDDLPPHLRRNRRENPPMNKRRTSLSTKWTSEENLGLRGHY
PAFAH1B2 FP inh: PAFAH1B2 enzyme inhibitors, primary screen, biochemical, fluorescence polarization, human | hit rate 1.2% among 340,000 | AID 492953, 2010 | recombinant PAFAH1B2, FP-rhodamine activity probe | Platelet-activating factor acetylhydrolase IB subunit alpha2 (Homo sapiens), P68402 | inhibition, % at 3.39 µM;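 active means inhibition above the mean of all tested compounds plus 3 SD, cut at about 24% in these data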;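 further: 0% = enzyme with DMSO and 100% = wells lacking PAFAH1B2; many of its hits are not listed in these tables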
Target sequence (P68402 whole entry, looked up): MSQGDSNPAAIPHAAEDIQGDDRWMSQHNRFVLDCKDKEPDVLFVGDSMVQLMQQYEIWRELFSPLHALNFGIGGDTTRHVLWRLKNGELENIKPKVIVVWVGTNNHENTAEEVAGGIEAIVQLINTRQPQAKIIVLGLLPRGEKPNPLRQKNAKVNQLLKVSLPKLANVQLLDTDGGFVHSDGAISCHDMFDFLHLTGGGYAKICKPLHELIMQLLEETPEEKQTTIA
pPAFAH FP inh: pPAFAH enzyme inhibitors, primary screen, biochemical, fluorescence polarization, human | Platelet-activating factor acetylhydrolase (Homo sapiens), Q13093 | recombinant pPAFAH, FP-rhodamine probe fluorescence polarization | inhibition, % at 3.39 µM | hit rate 1.5% among 330,000 | AID 463082, 2010;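 active means inhibition above the mean inhibition across the screen plus 3 SD, cut at about 25% in these data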;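 further: inhibitors block binding of the rhodamine activity-based probe so polarization drops; 0% = enzyme with DMSO and 100% = wells lacking pPAFAH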
Fam108B counter: mouse Fam108B serine hydrolase inhibitors, primary screen, counter-screen for RBBP9 inhibitor project, biochemical, fluorescence polarization | inhibition, % at 9.51 µM | hit rate 0.33% among 300,000 | recombinant Fam108B, FP-Rh probe fluorescence polarization;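 active means inhibition above the screen mean inhibition plus 3 SD, computed separately per campaign, cut at about 18% in these data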;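 further: inhibitors lower polarization as less probe binds the enzyme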
MCL1-BIM inh: inhibitors of MCL1 binding to BIM-BH3, primary screen, biochemical, fluorescence polarization. Induced myeloid leukemia cell differentiation protein Mcl-1 (Homo sapiens), Q07820. inhibition, % at 10.9 µM. hit rate 0.68% among 320,000. GST-MCL1 / FITC-Bim-BH3 fluorescence polarization. AID 2057, 2009;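 active means inhibition above the mean inhibition of all tested compounds plus 3 SD, set per campaign, cut at about 40% in these data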;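 further: 0% = DMSO wells and 100% = unlabeled Bim-BH3 peptide control; higher means more loss of mP so more displacement of Bim peptide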
* hit, by the source's call; · = not tested or not shown.

SMILES	AHR act	PME-1 inh	GLD-1 RNA inh	BCLXL inh	MEX-5 binding	PAFAH1B2 FP inh	pPAFAH FP inh	Fam108B counter	MCL1-BIM inh
CCOC(=O)c1c(NC(=O)CSc2nc3cc(Cl)ccc3c(=O)n2Cc2ccco2)sc(C(=O)N(C)C)c1C	3	-7	0	-6	0.1	-2	1	-10	-9
CCCCn1c(N)c(N(CCOC)C(=O)c2ccc(COc3ccccc3)o2)c(=O)[nH]c1=O	-1	-2	1	-5	0.0	10	8	-2	-10
COc1ccc(CNC(=O)COC(=O)c2cc(C)nc3ccccc23)cc1	0	·	9	·	·	0	2	·	·
COc1cc(C(=O)NCCCc2ccccc2)cc(OC)c1OC	14	1	-1	-7	-4.2	2	1	-2	-2
C/C(=N/NC(=O)CN1CCN(S(=O)(=O)c2ccc(C)cc2)CC1)c1cccc(O)c1	0	0	-4	-1	-1.0	25*	4	1	2
COc1ccc(Br)c(C(=O)NCCC(C)C)c1	0	-1	2	5	-2.0	0	0	-2	3
CCOC(=O)N1CCN(C(=O)c2cc3c(-c4ccc(Cl)cc4)nn(C)c3s2)CC1	89*	-6	2	0	3.1	0	6	-1	-1
CC(=O)c1cccc(NS(=O)(=O)c2ccc3c(c2)N(C(C)=O)CCO3)c1	2	5	-2	4	1.1	6	4	0	-2
CC(=O)c1ccc(NC(=O)c2ccc3snnc3c2)cc1	10	-1	-2	3	-0.1	-4	2	-5	7
CCCn1c(SCC(=O)N2CCCc3ccccc32)nc2c1c(=O)n(C)c(=O)n2C	4	4	5	3	·	3	0	5	6
COC(=O)C1=CN(Cc2cccs2)C=C(C(=O)OC)C1c1cccc(O)c1	4	7	1	4	-0.4	5	-3	2	0
O=c1[nH][nH]c(=O)n1-c1ccccc1	0	2	4	4	-1.8	-2	-1	3	8

Continued; the last two above are carried over.
SMILES	AHR act	PME-1 inh	GLD-1 RNA inh	BCLXL inh	MEX-5 binding	PAFAH1B2 FP inh	pPAFAH FP inh	Fam108B counter	MCL1-BIM inh
COC(=O)C1=CN(Cc2cccs2)C=C(C(=O)OC)C1c1cccc(O)c1	4	7	1	4	-0.4	5	-3	2	0
O=c1[nH][nH]c(=O)n1-c1ccccc1	0	2	4	4	-1.8	-2	-1	3	8
COc1ccc(-c2csc(NC(C)c3nc4cc(Cl)c(N5CCCCC5)cc4n3CCCO)n2)cc1 (stereo unspecified)	19	8	4	0	1.0	1	7	3	-6
Cc1cccc(-c2ncc(CN3CCCC(CO)(Cc4cccc(Cl)c4)C3)cn2)c1 (stereo unspecified)	5	-11	3	5	5.8	6	-2	-6	3
Cc1ccccc1NC(=O)CSCC(=O)Nc1ccccc1C	3	2	-13	2	-1.7	5	0	-7	0
CCOC(=O)c1ccc(NC(=O)CC2SCCNC2=O)cc1 (stereo unspecified)	8	-4	-2	4	0.0	3	-7	4	-1
CCCNC(=O)c1onc(CSc2ccc(Cl)cc2)c1C(=O)NCCC(C)C	0	-16	44*	8	2.2	7	0	-8	10
CCN(CC)CCN1C(=O)C(=O)/C(=C(/O)c2ccc(OC(C)C)cc2)C1c1cccs1 (stereo unspecified)	0	-7	-2	-4	3.1	-1	-8	-2	0
CCOC(=O)c1ccc(CSC(=N)N)o1	-1	1	-9	2	-1.2	4	6	3	2
CCC(C)NC(=O)c1ccc(NC(=O)CC2SC(N3CCCC3)=NC2=O)cc1 (stereo unspecified)	0	-8	1	0	·	-7	2	·	-5
Cc1c(Cl)cccc1NC(=O)C1CC2CCC1C2 (stereo unspecified)	1	-2	0	-1	-0.1	·	-1	-1	-12
Cc1cc(C2=NNC(=Nc3ccc(S(=O)(=O)N4CCOCC4)cc3)SC2)c(C)n1CC1CCCO1 (stereo unspecified)	0	-8	-2	15	2.4	-2	7	-1	2
CC1CCC(NC(=O)CC2Oc3ccccc3NC2=O)CC1 (stereo unspecified)	5	5	-2	-1	0.0	10	-2	0	-5
CSc1nc(C)c(CCO)c(=O)[nH]1	-1	-1	-2	-5	2.5	0	3	1	3
Cc1cc(C)cc(OCC(=O)NN2Cc3ccccc3C2=N)c1	3	-3	-3	-3	-0.4	3	1	12	-6
CCCSc1nc(NCc2ccco2)c2c3c(sc2n1)COC(C)(C)C3	9	11	0	2	1.3	-1	11	0	1
CC(C)c1ccc(NC(=O)C2CCC(CNC(=O)[C@@H]3Cc4ccccc4CN3)CC2)cc1 (stereo partly specified)	2	0	-4	12	0.2	4	4	3	2
COc1cccc(NS(=O)(=O)c2ccc(C)c(C(=O)N3CCCCC3)c2)c1	-1	-1	5	0	1.2	-3	9	4	7
CC(C)(C)c1ccc(OCC(=O)Nc2ccncc2)cc1	1	-90	-1	6	1.0	7	-3	1	12
Cc1cc(C)c(C)c(S(=O)(=O)N2CCN(c3ccccn3)CC2)c1C	1	1	11	4	0.5	5	6	-3	2
S=C(Nc1cccc(Cl)c1)NC1CCCCC1	-1	10	2	3	2.1	3	3	3	6
CCOc1ccc(NC(=O)C2CC(C)=C(C)CC2C(=O)O)cc1 (stereo unspecified)	-1	-3	1	5	-0.7	3	2	2	7
Cc1cc(-c2ccccc2)nc(N/N=C/c2ccccc2F)n1	68*	2	2	1	0.3	7	0	-5	-2
CCC(C)c1ccc(S(=O)(=O)N2CCN3CCCC3C2)cc1 (stereo unspecified)	1	1	0	9	-0.6	-5	2	1	9
Cc1ccc2c(c1)N(C(=O)CCC(=O)N1CCN(c3ccccn3)CC1)CCO2	4	-3	0	3	4.4	0	-1	0	1
Cc1c(C)c2c(c(C)c1O)CC[C@@](C)(CCC[C@H](C)CCC[C@H](C)CCCC(C)C)O2	-3	-2	3	2	0.2	3	1	2	-4
COC(=O)n1c(=S)oc2cc(Cl)ccc21	0	0	-4	-30	0.1	·	-4	-1	-12
Cc1cc(CSc2nc(C)cc(=O)[nH]2)c2ncccc2c1	13	1	9	3	1.0	8	5	8	-1
N#CCCN(C(=O)Nc1ccccc1)c1ccccc1	-1	1	3	2	3.1	4	5	5	5
O=C(CCc1ccc(S(=O)(=O)N2CCOCC2)cc1)Nc1nc(COc2ccccc2)cs1	-3	-4	3	6	0.7	1	-3	-2	2
COC(=O)c1c(C(=O)OC)c(-c2cccc(C)c2)n2c1CS(=O)(=O)C2	1	6	2	1	0.2	4	8	-1	0
Cc1c(C(C)C)c(=O)n(-c2ccc(S(=O)(=O)NC3CC3)cc2)n1C	1	-2	-1	3	-0.1	4	-3	5	-3
O=C(COC(=O)c1cccc(F)c1)Nc1ccc(Cl)cn1	2	·	-4	·	·	10	2	·	·
CCOC(=O)c1cnc2c(c(C)nn2CC)c1Cl	3	-1	11	1	0.0	1	0	2	1
CC1Cc2ccccc2N1C(=O)CSc1nnnn1-c1ccc2c(c1)OCCO2 (stereo unspecified)	1	6	1	-1	-1.0	4	5	-9	0
Cc1ccc(C2=NOC(C)(c3nnc(-c4ccc(F)cc4)o3)C2)cc1 (stereo unspecified)	-1	5	-2	-1	2.4	5	1	2	4
CC1(C)CC(=O)C(CC(=O)NC2CCCc3ccccc32)C(=O)C1 (stereo unspecified)	-2	2	1	7	-0.6	13	4	-1	5
N#Cc1nc(Cc2ccccc2)oc1NCCCn1ccnc1	22	1	11	2	4.8	-1	2	1	-3

11 successive entries from above, quoted:
SMILES	AHR act	PME-1 inh	GLD-1 RNA inh	BCLXL inh	MEX-5 binding	PAFAH1B2 FP inh	pPAFAH FP inh	Fam108B counter	MCL1-BIM inh
Cc1cc(CSc2nc(C)cc(=O)[nH]2)c2ncccc2c1	13	1	9	3	1.0	8	5	8	-1
N#CCCN(C(=O)Nc1ccccc1)c1ccccc1	-1	1	3	2	3.1	4	5	5	5
O=C(CCc1ccc(S(=O)(=O)N2CCOCC2)cc1)Nc1nc(COc2ccccc2)cs1	-3	-4	3	6	0.7	1	-3	-2	2
COC(=O)c1c(C(=O)OC)c(-c2cccc(C)c2)n2c1CS(=O)(=O)C2	1	6	2	1	0.2	4	8	-1	0
Cc1c(C(C)C)c(=O)n(-c2ccc(S(=O)(=O)NC3CC3)cc2)n1C	1	-2	-1	3	-0.1	4	-3	5	-3
O=C(COC(=O)c1cccc(F)c1)Nc1ccc(Cl)cn1	2	·	-4	·	·	10	2	·	·
CCOC(=O)c1cnc2c(c(C)nn2CC)c1Cl	3	-1	11	1	0.0	1	0	2	1
CC1Cc2ccccc2N1C(=O)CSc1nnnn1-c1ccc2c(c1)OCCO2 (stereo unspecified)	1	6	1	-1	-1.0	4	5	-9	0
Cc1ccc(C2=NOC(C)(c3nnc(-c4ccc(F)cc4)o3)C2)cc1 (stereo unspecified)	-1	5	-2	-1	2.4	5	1	2	4
CC1(C)CC(=O)C(CC(=O)NC2CCCc3ccccc32)C(=O)C1 (stereo unspecified)	-2	2	1	7	-0.6	13	4	-1	5
N#Cc1nc(Cc2ccccc2)oc1NCCCn1ccnc1	22	1	11	2	4.8	-1	2	1	-3

Carrying on:
SMILES	AHR act	PME-1 inh	GLD-1 RNA inh	BCLXL inh	MEX-5 binding	PAFAH1B2 FP inh	pPAFAH FP inh	Fam108B counter	MCL1-BIM inh
CCCCN(C(=O)CSc1nncn1-c1ccccc1)c1c(N)n(Cc2ccccc2)c(=O)[nH]c1=O	0	-3	2	-8	-0.3	2	1	-1	-19
N#Cc1ccc(/C=N/NC(=O)c2cccc(S(=O)(=O)N3CCOCC3)c2)cc1	6	4	4	-1	-5.6	-5	-2	-2	2
O=C(CSc1nnc(-c2ccc(S(=O)(=O)N3CCCC3)cc2)o1)NCc1ccco1	5	-7	3	10	-3.5	4	10	3	28
O=C1CCC([N+](=O)[O-])C(c2cccc(Cl)c2Cl)N1 (stereo unspecified)	3	-2	4	6	-0.5	0	-1	1	12
Cc1cc(NS(=O)(=O)c2ccc(NC(=O)c3ccco3)cc2)no1	0	5	-3	4	2.0	11	-2	4	12
CCN1C(=O)C(CC(=O)Nc2ccccc2)S/C1=N\c1ccccn1 (stereo unspecified)	2	1	-7	2	-0.1	6	7	3	2
COc1cc(NC(=O)COC(=O)c2[nH]c(C)c(C(C)=O)c2C)cc(OC)c1	1	·	1	·	·	0	-4	·	·
O=C(COc1ccc(Br)cc1)N(Cc1ccco1)C1CCS(=O)(=O)C1 (stereo unspecified)	-1	0	2	4	-1.7	6	3	5	-3
O=C(C1CCCCC1)N1CCCn2c1nc1ccccc12	0	-1	3	1	3.1	-1	2	-3	1
CCOC(=O)c1ccc(NC(=O)C2C3CCC(C3)C2C(=O)O)cc1 (stereo unspecified)	10	4	-13	5	-0.1	5	0	-2	4
CCCCOc1ccc(C(=O)NCC(=O)NCC(c2ccc(OC)cc2)N2CCOCC2)cc1 (stereo unspecified)	2	6	-1	5	·	3	1	·	7

The list is partial; rates above refer to the full screens.
